GSTO1 inh: blocks human GSTO1 in RBBP9 counter-screen. P78417. recombinant GSTO1, activity-based probe fluorescence polarization. inhibition, % at 5.96 µM. hit rate 1.1% among 300,000;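 active means inhibition above the campaign mean inhibition plus 3 SD, cut at about 35% in these data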;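 further: 0% = GSTO1-1 with DMSO and 100% = wells lacking GSTO1-1 enzyme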
PME-1 primary: blocks human protein phosphatase methylesterase 1. hit rate 0.53% among 320,000. inhibition, % at 5.9 µM. Q9Y570. recombinant PME-1, FP-Rh probe fluorescence polarization;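 active means inhibition above the campaign mean of all compounds plus 3 SD, cut at about 26% in these data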;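 further: competitive labeling of PME-1 active site by serine hydrolase directed probe; 0% = PME-1 with DMSO and 100% = wells lacking PME-1 enzyme; inhibitors block probe labeling so polarization falls and inhibition rises; many of its hits are not listed in these tables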
PAD4 inh: PAD4 (human) enzyme inhibition; hit rate 0.41% among 330,000; recombinant PAD4, RCA probe fluorescence polarization; inhibition, % at 6.36 µM; Q9UM07;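 active means percent inhibition above a cutoff equal to the mean of all tested compounds plus 3 SD, cut at about 15% in these data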;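 further: 0% = PAD4 with RCA probe and DMSO and 100% = probe without PAD4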
Target sequence (Q9UM07 whole entry, looked up): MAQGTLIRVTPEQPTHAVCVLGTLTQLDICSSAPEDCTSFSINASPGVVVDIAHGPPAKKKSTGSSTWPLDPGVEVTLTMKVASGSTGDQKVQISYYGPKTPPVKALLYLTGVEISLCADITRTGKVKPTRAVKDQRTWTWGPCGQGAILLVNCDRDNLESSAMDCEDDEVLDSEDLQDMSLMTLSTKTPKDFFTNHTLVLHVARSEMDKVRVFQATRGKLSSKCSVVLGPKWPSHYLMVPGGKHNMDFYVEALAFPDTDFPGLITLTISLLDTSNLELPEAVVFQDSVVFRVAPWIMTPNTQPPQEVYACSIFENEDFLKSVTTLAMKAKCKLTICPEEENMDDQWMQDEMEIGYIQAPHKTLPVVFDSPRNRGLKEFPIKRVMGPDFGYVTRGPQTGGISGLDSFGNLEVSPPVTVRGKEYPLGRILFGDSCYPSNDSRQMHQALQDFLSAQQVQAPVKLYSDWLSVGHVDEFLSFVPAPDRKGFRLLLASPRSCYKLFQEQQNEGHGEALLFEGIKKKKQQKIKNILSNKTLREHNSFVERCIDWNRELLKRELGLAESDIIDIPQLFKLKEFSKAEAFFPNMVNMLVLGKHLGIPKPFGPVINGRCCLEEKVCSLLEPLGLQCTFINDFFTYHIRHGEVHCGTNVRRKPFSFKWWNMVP
MEX-5 binding: C. elegans MEX-5 TCR-2 RNA binding activity. MEX-5/FITC-TCR2 RNA binding, fluorescence polarization; active compounds read low. activity score (negative = inhibition of binding), % at 10 µM. hit rate 0.38% among 300,000. AID 1832;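 active means inhibition past about -25% in most replicates, and total fluorescence under double the plate's negative control median, limit read from the data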;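 further: 0% = DMSO and -100% = 5 µM competing unlabeled TCR2 RNA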
TPT1 inh: C. albicans TPT1 enzyme inhibition | recombinant caTPT1, FP RNA substrate dephosphorylation | hit rate 0.81% among 300,000 | inhibition, % at 5 µM | AID 1962;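 active means inhibition above the mean of all tested compounds plus 3 SD, set per screening campaign, cut at about 24% in these data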;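 further: plate controls were DMSO alone for no effect and ferristatin control at 100 nM for full effect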
GLD-1 TGE inh: GLD-1-TGE RNA interaction inhibition (C. elegans); hit rate 0.44% among 320,000; inhibition, % at 5.96 µM; AID 2280; Q17339; purified GLD-1 + fluorescein TGE RNA, fluorescence polarization;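 active means percent inhibition above a per-plate cutoff, the plate mean of test compounds plus 3 SD, cut at about 30% in these data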;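 further: 0% = DMSO wells with GLD-1 and probe and 100% = wells lacking GLD-1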
Fam108B inh: blocks mouse Fam108B hydrolase in RBBP9 counter-screen; recombinant Fam108B, FP-Rh probe fluorescence polarization; hit rate 0.33% among 300,000; AID 1947; inhibition, % at 9.51 µM;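 active means inhibition above the screen mean inhibition plus 3 SD, computed separately per campaign, cut at about 18% in these data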;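 further: inhibitors lower polarization as less probe binds the enzyme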
Bcl-xL primary: blocks human Bcl-xL binding to Bim BH3 peptide | Q07817 | GST-Bcl-xL / FITC-Bim BH3 peptide fluorescence polarization | inhibition, % at 10.9 µM | hit rate 0.7% among 320,000;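 active means inhibition above the mean of all tested compounds plus 3 SD, cutoff set per campaign, cut at about 30% in these data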;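 further: 0% = DMSO wells and 100% = unlabeled Bim-BH3 peptide competitor; inhibitors lower millipolarization by displacing the labeled peptide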
MCL1 BIM primary: MCL1-BIM-BH3 interaction inhibition (human); inhibition, % at 10.9 µM; hit rate 0.68% among 320,000; GST-MCL1 / FITC-Bim-BH3 fluorescence polarization; AID 2057;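 active means inhibition above the mean inhibition of all tested compounds plus 3 SD, set per campaign, cut at about 40% in these data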;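 further: 0% = DMSO wells and 100% = unlabeled Bim-BH3 peptide control; higher means more loss of mP so more displacement of Bim peptide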
Target sequence (Q07820 whole entry, looked up): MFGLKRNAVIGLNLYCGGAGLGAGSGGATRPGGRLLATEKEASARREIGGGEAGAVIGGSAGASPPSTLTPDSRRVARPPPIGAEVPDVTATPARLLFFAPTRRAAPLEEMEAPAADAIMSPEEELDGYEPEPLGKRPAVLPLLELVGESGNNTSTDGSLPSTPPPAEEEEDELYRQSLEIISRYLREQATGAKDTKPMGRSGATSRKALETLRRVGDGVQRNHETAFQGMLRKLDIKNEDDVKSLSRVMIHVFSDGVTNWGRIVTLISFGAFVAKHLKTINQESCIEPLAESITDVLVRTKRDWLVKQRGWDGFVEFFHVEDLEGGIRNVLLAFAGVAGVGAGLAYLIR
* = called active by the depositor; · = no result given.

SMILES	GSTO1 inh	PME-1 primary	PAD4 inh	MEX-5 binding	TPT1 inh	GLD-1 TGE inh	Fam108B inh	Bcl-xL primary	MCL1 BIM primary
CC(Oc1ccc(C(=O)NCCc2ccccc2)cc1)C(=O)O (stereo not drawn)	3	-2	0	-2.1	1	2	-3	15	10
CCc1ccc(-n2c(=O)c3ccccc3n3c(=S)[nH]nc23)cc1	7	4	2	-1.2	-1	-8	-1	-13	-11
O=C(Cn1cnc2c(cnn2-c2ccc(Cl)cc2)c1=O)NCC1CCCO1 (stereo not drawn)	-2	-1	-1	0.6	2	4	-1	8	3
O=C(NCCc1cccc(Cl)c1)c1cccs1	0	0	1	0.7	-1	-8	-2	1	-2
CCOc1ccc(-n2c(C)nc(O)c2N=Nc2ccccc2)cc1	4	2	-11	4.7	-1	-2	-2	1	-3
CSc1nc(C)c2c(c1C#N)CCCC2	3	0	1	-0.3	0	4	-3	4	1
Cc1ccc(O)c(C(=O)c2cnn(-c3ccccc3)c2)c1	-2	-1	-4	0.8	-5	-3	1	1	3
CNC(=O)c1[nH]cnc1C(=O)Nc1ccc(C)cc1	0	-4	-2	-1.3	0	0	1	-2	-2
CC(C)n1c(SCC(N)=O)nc2c1c(=O)n(C)c(=O)n2C	0	-4	-3	0.4	0	1	3	13	2
CC1CCN(CC(=O)Nc2ccccc2C(=O)NC2CC2)CC1	·	-1	1	·	·	4	·	3	3
CCC(Sc1nnc(C)c(=O)[nH]1)C(=O)Nc1cccc2ccccc12 (stereo not drawn)	1	2	-6	0.7	0	6	4	-2	-7
COc1ccc(-c2cccc(C(=O)Nc3ccccc3C)c2)cc1	-1	1	-2	0.7	0	9	0	2	-1
CCCCn1nc2cc(C(=O)NCC34CC5CC(CC(C5)C3)C4)ccc2c1OCC	6	2	7	1.1	-1	1	0	9	10
CCCN1C2CCCC1CC(NC(=O)Nc1ccc(C(C)C)cc1)C2 (stereo not drawn)	-5	3	1	2.6	1	0	0	-4	2
COC(=O)C1=C(NC(=O)C(C)(C)C)CCS1	2	-4	3	0.5	-1	5	-4	5	9
COc1ccc(C(=O)N[C@H](C(=O)Nc2nc3ccccc3[nH]2)C(C)C)cc1	16	-1	-4	-2.0	3	-8	-1	1	2
Cc1nn(Cc2c(F)c(F)c(F)c(F)c2F)c(C)c1NC(=O)c1nn(C)cc1Br	1	-1	3	0.4	0	0	-2	-1	0
O=C(O)CNS(=O)(=O)c1ccc(F)cc1	0	0	2	0.0	-6	6	3	4	3
CC(C)(C)NC(=O)C(c1c[nH]c2ccccc12)N(C(=O)Cn1nnc(-c2ccc(F)cc2)n1)c1cccc(O)c1 (stereo not drawn)	-8	-10	-9	6.1	2	8	1	3	-5
COc1cccc(C2CC(c3cccc(Br)c3)n3ncnc3N2)c1 (stereo not drawn)	5	3	2	-0.5	-5	7	2	4	2

Taken from the results shown for reference:
SMILES	GSTO1 inh	PME-1 primary	PAD4 inh	MEX-5 binding	TPT1 inh	GLD-1 TGE inh	Fam108B inh	Bcl-xL primary	MCL1 BIM primary
CC(Oc1ccc(C(=O)NCCc2ccccc2)cc1)C(=O)O (stereo not drawn)	3	-2	0	-2.1	1	2	-3	15	10
CCc1ccc(-n2c(=O)c3ccccc3n3c(=S)[nH]nc23)cc1	7	4	2	-1.2	-1	-8	-1	-13	-11
O=C(Cn1cnc2c(cnn2-c2ccc(Cl)cc2)c1=O)NCC1CCCO1 (stereo not drawn)	-2	-1	-1	0.6	2	4	-1	8	3
O=C(NCCc1cccc(Cl)c1)c1cccs1	0	0	1	0.7	-1	-8	-2	1	-2
CCOc1ccc(-n2c(C)nc(O)c2N=Nc2ccccc2)cc1	4	2	-11	4.7	-1	-2	-2	1	-3
CSc1nc(C)c2c(c1C#N)CCCC2	3	0	1	-0.3	0	4	-3	4	1
Cc1ccc(O)c(C(=O)c2cnn(-c3ccccc3)c2)c1	-2	-1	-4	0.8	-5	-3	1	1	3
CNC(=O)c1[nH]cnc1C(=O)Nc1ccc(C)cc1	0	-4	-2	-1.3	0	0	1	-2	-2
CC(C)n1c(SCC(N)=O)nc2c1c(=O)n(C)c(=O)n2C	0	-4	-3	0.4	0	1	3	13	2

Reformatted in markdown: part of the list above.
| molecule | GSTO1 inh | PME-1 primary | PAD4 inh | MEX-5 binding | TPT1 inh | GLD-1 TGE inh | Fam108B inh | Bcl-xL primary | MCL1 BIM primary |
| --- | --- | --- | --- | --- | --- | --- | --- | --- | --- |
| CCc1ccc(-n2c(=O)c3ccccc3n3c(=S)[nH]nc23)cc1 | 7 | 4 | 2 | -1.2 | -1 | -8 | -1 | -13 | -11 |
| O=C(Cn1cnc2c(cnn2-c2ccc(Cl)cc2)c1=O)NCC1CCCO1 (stereo not drawn) | -2 | -1 | -1 | 0.6 | 2 | 4 | -1 | 8 | 3 |

(continued)
SMILES	GSTO1 inh	PME-1 primary	PAD4 inh	MEX-5 binding	TPT1 inh	GLD-1 TGE inh	Fam108B inh	Bcl-xL primary	MCL1 BIM primary
O=C(Nc1ccc(C2=NCCN2)cc1)c1ccc(C(=O)Nc2ccc(C3=NCCN3)cc2)c(Cl)c1	-2	-2	-4	1.9	2	-8	-4	0	1
CC(C)=CC(=O)OCC(=O)Nc1ccccc1Cl	0	2	-4	-0.7	-1	-2	-1	4	9
COc1ccc(NC(=O)CSc2nc(C3CC3)nc3ccccc23)c(OC)c1	-8	0	3	-1.3	-4	4	3	2	2
O=C(CSC1CC(=O)N(CCc2ccccc2)C1=O)Nc1ccc(Cl)cc1 (stereo not drawn)	-8	3	1	0.5	-2	4	3	6	5
Cc1cccc(NC(=O)CSc2nc3ccccc3nc2N2CC(C)OC(C)C2)c1 (stereo not drawn)	0	-13	-1	0.4	-2	-5	-4	1	5
CCn1c(SCC(=O)Nc2ccc3c(c2)c2ccccc2n3CC)nnc1-c1ccco1	23	9	-6	1.1	15	0	9	15	26
COc1ccc(N2CCN(C(=O)c3cccc(N4C(=O)C5CC=CC(C)C5C4=O)c3)CC2)cc1 (stereo not drawn)	1	3	-2	·	1	4	1	3	2
Cc1ccc(C(=O)C(OC(=O)CNS(=O)(=O)c2ccccc2)c2ccccc2)cc1 (stereo not drawn)	3	-5	-7	-1.9	1	14	1	3	0
COc1ccc(/C=N/Nc2nc(-c3ccc(C)cc3)c(NC(C)=O)s2)cc1	12	8	-3	-0.1	2	7	4	3	0
O=C(CSc1nc2ccc(Cl)cc2o1)NCc1ccc2c(c1)OCO2	9	0	-3	·	0	6	-6	3	0
O=[N+]1C2=C(CCCC2)N([O-])C12CCCC2	8	-2	-2	0.6	-1	2	5	4	2
COc1ccc(OCC(=O)Nc2cccc3ncccc23)cc1	-2	-10	-5	-0.5	-1	2	1	10	5
CCC(Sc1nnnn1C)C(=O)Nc1ccc(C(C)=O)cc1 (stereo not drawn)	-4	1	-7	-2.1	-2	-7	-2	-22	-21
Cc1ccc(-c2csc(N3CCC[C@@H]3C(=O)NCCn3c(-c4ccncc4)nc4ccccc43)n2)cc1	4	5	2	1.8	-4	4	-3	6	0
Cc1cccc(C)c1NC(=O)C(c1ccc([N+](=O)[O-])cc1)N(C)C(=O)c1ccccn1 (stereo not drawn)	8	2	2	-4.3	-3	-2	0	7	14
CC1=C(C)CC2(SC1)C(=O)N(c1ccccc1)N=C2N (stereo not drawn)	-1	-1	-1	0.4	6	4	5	-3	-5
C/C=C/c1ccc(OCCCCn2cncn2)c(OC)c1	-5	-3	0	·	-4	3	4	0	-3
Cc1cc(C)c2nc(N3CCC(C(=O)NCCCN4CCCCC4)CC3)sc2c1	0	3	1	-0.6	0	0	2	5	4
c1ccc(CSc2nnc3ccc(-c4ccco4)nn23)nc1	13	1	4	-0.6	1	-12	5	5	8
COc1ccc(CCNC(=O)c2c(-c3ccccc3Cl)noc2C)cc1	-1	-9	-3	-0.4	-2	4	3	-1	0
COC(=O)C(Cc1ccc(O)cc1)NC(=O)c1ccccc1OC (stereo not drawn)	0	4	2	-0.6	2	-1	1	4	2
NC(=O)c1ccccc1NC(=O)/C=C/c1c(Cl)cccc1Cl	-9	-7	-4	-1.0	1	5	-10	6	5
CCCN1CCN(C(=O)Cn2cccc2C(=O)c2ccccc2)CC1	2	0	2	-1.0	1	2	5	-2	6
Cc1ccc(NC(=O)CN(C)C(C)C(=O)Nc2ccc(S(=O)(=O)N3CCCC3)cc2)cc1 (stereo not drawn)	1	8	3	-0.8	-2	3	-1	-10	-25
O=[N+]([O-])c1cc(Cl)ccc1Nc1ccccc1	0	-5	0	1.4	-1	-3	-3	-3	4
Cc1ccccc1C(=O)NNC(=O)C1CCCN(c2ncccn2)C1 (stereo not drawn)	19	-8	1	-0.9	-1	-2	-3	7	10
CC(C)CCNC(=O)C(c1ccco1)N(Cc1ccccc1)C(=O)c1snc(C(N)=O)c1N (stereo not drawn)	-5	3	1	2.3	0	3	-5	2	0
Cc1c(C=O)c2ccccc2n1CC(=O)N1CCc2ccccc2C1	5	-6	1	-2.6	0	1	2	2	7
Cc1cc([N+](=O)[O-])ccc1NC(=O)CSc1nncn1-c1cccnc1	-1	2	-6	-1.3	-1	1	4	3	6
O=C1/C(=C\c2ccccc2Cl)SC(=S)N1CCC(=O)N1CCCc2ccccc21	1	1	0	-1.4	1	-5	1	5	4
CN(CC(=O)Nc1cccc(F)c1)C(=O)CCc1nc2cc(S(=O)(=O)N3CCOCC3)ccc2n1C	-4	-3	4	-1.6	2	0	2	4	0
CCOC(=O)N1CCC(NC(=O)CCc2nc(-c3ccccc3F)no2)CC1	-11	-5	-11	-0.6	7	-2	-4	-7	-12
CCOC(=O)c1sc(NC(=O)CSc2nnc(C)s2)c(C(=O)OCC)c1C	0	-10	-5	0.3	2	2	-4	-5	-6
O=C(CCC(=O)N1CCOc2ccccc21)Nc1ccc(F)cc1F	4	-1	-3	1.6	-1	-2	4	-1	3
Cc1ccc(C(=O)N2CC(C)CC(C)C2)cc1NC1=NC2CS(=O)(=O)CC2S1 (stereo not drawn)	2	-4	-1	-1.8	3	4	0	1	3
Cc1cccc(OCCNc2cc(N3CCN(C)CC3)ccc2[N+](=O)[O-])c1	2	-5	-1	-2.4	0	-3	5	5	-7
COc1ccc(-c2nc(CS(=O)(=O)CC(=O)NCCc3ccccc3)c(C)o2)cc1	2	2	1	2.5	-2	-6	-2	0	8
Cc1ccc2c(Cl)cc(Cl)c(OCC(=O)N(C(C)C)C(C)C)c2n1	23	-12	-5	0.2	-3	-4	3	9	14
Cc1[nH]c2ccccc2c1C(=O)C(C)Sc1nnc(C2CC2)o1 (stereo not drawn)	·	-4	1	·	·	3	·	-2	3
CCS(=O)(=O)N1CCC(N2CCC(C)CC2)CC1	6	2	-8	-1.7	0	4	0	5	5
CCOc1cc(N2CCOCC2)c(OCC)cc1NC(=O)COC(=O)c1cccc2ccccc12	4	-7	1	-0.2	0	3	1	-1	-8
Cc1ccc(C(=O)NCCCc2ccccc2)c(Cl)c1	7	2	5	-0.9	-4	5	2	1	1
C/C(=N\NC(=O)c1ccc2ccccc2c1)c1cccnc1	2	-3	-1	1.3	-2	3	-1	0	2
Cc1cc(C(=O)O)ccc1-n1c(C)cc(C=C2C(=O)c3ccccc3C2=O)c1C	-135	2	-6	-3.5	59*	1	-2	9	-4

Bioassay records deposited in PubChem BioAssay by several laboratories.

This is a subset. The share of hits here may be higher or lower than overall.
